Neddylation inh – blocks human cullin neddylation | P61081+Q13564 | TR-FRET cullin neddylation, biochemical | calls only at 25 µM | actives 0.58% (n = 360,000) | AID 651699; in the data active = inhibition above about 36%
STEP block – STEP (human) phosphatase inhibition. recombinant STEP, OMFP fluorogenic substrate, fluorescence. inhibition, % at 20 µM. actives 0.25% (n = 360,000). AID 588621. P54829;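 active = inhibition at 20 µM, scaled per plate between control wells, above about 37%, limit read from the data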;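 note: 0% = DMSO with enzyme and substrate and 100% = substrate only without enzyme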
Target sequence (P54829 whole entry, looked up): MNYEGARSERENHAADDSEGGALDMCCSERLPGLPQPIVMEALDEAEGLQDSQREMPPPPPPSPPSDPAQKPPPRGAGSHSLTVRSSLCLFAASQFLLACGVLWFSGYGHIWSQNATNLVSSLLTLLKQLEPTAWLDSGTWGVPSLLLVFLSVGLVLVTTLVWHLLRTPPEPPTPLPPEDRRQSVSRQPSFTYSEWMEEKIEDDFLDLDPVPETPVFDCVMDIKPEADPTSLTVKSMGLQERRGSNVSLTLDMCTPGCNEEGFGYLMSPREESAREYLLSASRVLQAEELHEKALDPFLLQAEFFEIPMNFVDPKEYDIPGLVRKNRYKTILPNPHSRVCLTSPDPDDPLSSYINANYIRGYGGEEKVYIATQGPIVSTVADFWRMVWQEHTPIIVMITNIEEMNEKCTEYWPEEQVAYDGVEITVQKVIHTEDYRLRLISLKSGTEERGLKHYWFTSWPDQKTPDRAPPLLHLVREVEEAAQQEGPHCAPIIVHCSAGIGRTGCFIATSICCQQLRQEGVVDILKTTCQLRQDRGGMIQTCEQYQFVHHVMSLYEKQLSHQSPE
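System: STEP phosphatase, cell-free reaction; Buffer or medium: Bis-Tris pH 6.0 buffer with DTT, detergent; Incubation: 20 min at room temperature, dark; Measured by: fluorescence, 480/540 nm.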
NadD block – inhibitors of Staphylococcus aureus NadD; purified NadD enzyme, colorimetric absorbance read-out; inhibition, % at 20 µM; actives 0.78% (n = 360,000); AID 602399; in the data active = inhibition above about 26%; note: some compounds past the cut are filed as inactive
DNMT1 block – inhibitors of human DNMT1; DNMT1 molecular beacon, Hinp1I cleavage, fluorescence; inhibition (reported as % activation of signal), % at 10 µM; P26358; actives 0.83% (n = 360,000); AID 588458; in the data active = inhibition above about 50%
NRP1-CendR mod – alters CendR peptide binding to human NRP-1; FAM-RPARPAR peptide binding to NRP-1, fluorescence polarization; actives 0.85% (n = 360,000); inhibition, % at 25 µM;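 active = inhibition or corrected inhibition above about 18%, plus a signal ratio from 0.5 to 1.5, limit read from the data, passing the limit was not always enough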; note: strong numbers were not always called active
SKN-1 block – C. elegans SKN-1 inhibition; actives 0.49% (n = 360,000); inhibition, % at 21.8 µM; C. elegans VP596 Pgst-4::GFP/RFP ratio, acrylamide-induced, 24 h; AID 624304;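 active = interference check ratio from 0.5 to 1.5 plus GFP to RFP signal ratio inhibition reaching or exceeding a fixed threshold, cut at about 30% in these data, passing the limit was not always enough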; note: some compounds called inactive have numbers as strong as hits
SUMO1 PPI mod – alters human SUMO1 binding to SIM partners | P63165 | SUMO1 binding to a labelled peptide, TR-FRET, 1 h | inhibition, % at 20 µM | actives 0.33% (n = 360,000); in the data active = inhibition above about 37%
Target sequence (P63165 whole entry, looked up): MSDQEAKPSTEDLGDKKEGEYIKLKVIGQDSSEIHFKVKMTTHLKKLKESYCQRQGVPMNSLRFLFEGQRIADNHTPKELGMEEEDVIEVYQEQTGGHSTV
Scp1 inh – blocks human Scp-1 phosphatase activity | Q9GZU7 | Recombinant Scp1, phosphopeptide, malachite green phosphate absorbance | inhibition, % at 20 µM | actives 0.88% (n = 340,000);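 active = inhibition above about 50% at 20 µM, limit read from the data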;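 note: plate controls were DMSO wells with enzyme for no effect and wells lacking enzyme for full effect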
Target sequence (Q9GZU7 76-261 limits assumed): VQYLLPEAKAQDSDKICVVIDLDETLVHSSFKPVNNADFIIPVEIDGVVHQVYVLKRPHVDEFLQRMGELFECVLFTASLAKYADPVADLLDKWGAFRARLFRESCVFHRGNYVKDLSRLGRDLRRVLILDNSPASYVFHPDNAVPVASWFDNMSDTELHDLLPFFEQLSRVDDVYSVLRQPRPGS
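System: truncated SCP-1 phosphatase (76-261aa); medium: Tris acetate buffer pH 5.5 with MgCl2 and Tween-20; incubation: 45 min room-temperature reaction, 5 min colour, 30 min stabiliser; compound: single 20 µM dose, 1% DMSO; reagent: Phosphorylated 17-residue peptide substrate; read-out: % inhibition at 20 µM; technique: colorimetric free-phosphate detection, absorbance 630 nm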
Tb MetRS inh – blocks T. brucei methionyl-tRNA synthetase activity; actives 0.4% (n = 360,000); purified T. brucei MetRS, ATP depletion, Kinase-Glo luminescence; AID 624268; inhibition, % at 11.9 µM;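 active = inhibition above a per-plate cutoff of the control wells' mean inhibition plus 3 SD, cut at about 5.5% in these data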;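 note: 0% = DMSO wells median and 100% = median of wells with control inhibitor compound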
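Measured by: Kinase-Glo luciferase luminescence reporting remaining unconsumed ATP. Material: purified T. brucei MetRS enzyme. Doses: 11.9 µM compound single dose, 0.9% DMSO. Medium: HEPES buffer containing pyrophosphatase, BSA, spermine, DTT. Times: 15 min preincubation, 2 h reaction, all 25 °C. Reagent: methionine, ATP and bulk E. coli tRNA.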
LMPTP inh – blocks human LMPTP phosphatase; AID 651560; actives 0.22% (n = 360,000); inhibition, % at 20 µM; P24666; recombinant LMPTP-A, OMFP fluorogenic substrate, fluorescence intensity;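 active = compounds that cut the enzyme signal by at least half of the control window in the single-dose screen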;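 note: plate controls were DMSO wells with enzyme plus substrate for no effect and substrate without enzyme for full effect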
Target sequence (P24666 whole entry, looked up): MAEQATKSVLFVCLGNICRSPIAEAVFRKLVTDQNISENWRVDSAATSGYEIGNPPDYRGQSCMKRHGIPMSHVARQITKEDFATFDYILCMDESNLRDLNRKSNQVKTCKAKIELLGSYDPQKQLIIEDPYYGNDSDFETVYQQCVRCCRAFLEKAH
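Assay system: LMPTP-A, protein tyrosine phosphatase of low molecular weight / Medium: pH 6.0 Bis-Tris buffer with DTT and Triton X-100 / Schedule: 50 min enzyme reaction at room temperature, protected from light / Measured by: endpoint fluorescence intensity from OMFP dephosphorylation / Read-out basis: % inhibition relative to no-enzyme and uninhibited control wells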
* hit, by the source's call; i = inactive; . = not tested or not shown; + = active, no number.

Scp1 inh | molecule | LMPTP inh | DNMT1 block | NadD block | SUMO1 PPI mod | STEP block | SKN-1 block | NRP1-CendR mod | Tb MetRS inh | Neddylation inh
0 | COCCNC(=O)c1onc(CSc2ccccn2)c1C(=O)NCCOC | -0.2 | 2 | 0 | 3 | -1 | 0 | 21 | -0.4 | i
0 | Cc1ccc(C)c(NC(=O)Cc2csc(-c3ccccc3)n2)c1 | -0.6 | 7 | 2 | 0 | 0 | -2 | -4 | -0.8 | i
-4 | O=C(CN1C(=O)c2ccccc2C1=O)NC1CCCCC1 | 0.1 | -1 | -1 | -8 | -3 | -9 | 2 | -0.2 | i
-6 | COc1ccc(-n2c(=O)[nH]cc(C(=O)N3CCc4ccccc43)c2=O)cc1 | 1.1 | 2 | -1 | -1 | -1 | 1 | -1 | 0.6 | i
0 | Cc1ccccc1CNS(=O)(=O)c1csc(C(N)=O)c1 | -1.5 | -1 | 1 | -1 | -2 | -7 | 1 | 0.1 | i
-10 | Cc1cc(OCC(=O)OCC(=O)NC2CCCCCC2)ccc1Cl | 0.4 | -1 | -3 | -5 | 0 | -7 | 4 | 0.2 | i
1 | Cc1cc(NC(=O)c2cccc(Oc3ccccc3)c2)n[nH]1 | 1.3 | -4 | 8 | -1 | 1 | 11 | 12 | -0.1 | i
1 | COc1ccccc1C(=O)Nc1nc2ccc(S(C)(=O)=O)cc2s1 | 0.1 | 0 | 0 | -7 | -1 | 13 | -37 | -0.1 | i

Retrieved one by one from above:
Scp1 inh | molecule | LMPTP inh | DNMT1 block | NadD block | SUMO1 PPI mod | STEP block | SKN-1 block | NRP1-CendR mod | Tb MetRS inh | Neddylation inh
1 | COc1ccccc1C(=O)Nc1nc2ccc(S(C)(=O)=O)cc2s1 | 0.1 | 0 | 0 | -7 | -1 | 13 | -37 | -0.1 | i
0 | Cc1ccccc1CNS(=O)(=O)c1csc(C(N)=O)c1 | -1.5 | -1 | 1 | -1 | -2 | -7 | 1 | 0.1 | i
0 | Cc1ccc(C)c(NC(=O)Cc2csc(-c3ccccc3)n2)c1 | -0.6 | 7 | 2 | 0 | 0 | -2 | -4 | -0.8 | i
-10 | Cc1cc(OCC(=O)OCC(=O)NC2CCCCCC2)ccc1Cl | 0.4 | -1 | -3 | -5 | 0 | -7 | 4 | 0.2 | i
1 | Cc1cc(NC(=O)c2cccc(Oc3ccccc3)c2)n[nH]1 | 1.3 | -4 | 8 | -1 | 1 | 11 | 12 | -0.1 | i
-4 | O=C(CN1C(=O)c2ccccc2C1=O)NC1CCCCC1 | 0.1 | -1 | -1 | -8 | -3 | -9 | 2 | -0.2 | i

(cont.)
Scp1 inh | molecule | LMPTP inh | DNMT1 block | NadD block | SUMO1 PPI mod | STEP block | SKN-1 block | NRP1-CendR mod | Tb MetRS inh | Neddylation inh
-8 | O=C(NCC1CCCCC1)C1CCC(=O)N(CCc2cccc(F)c2)C1 (stereo unspecified) | -0.6 | -2 | -5 | 4 | 9 | 7 | -1 | 0.0 | i
79* | COc1ccc(NC(=O)CS(=O)CC(=O)Nc2ccc(NC(C)=O)cc2)cc1 (stereo unspecified) | 0.2 | 7 | -5 | 6 | 41* | -12 | 11 | -1.0 | i
3 | CCC(C)Nc1nc2c(c(=O)n(C)c(=O)n2C)n1Cc1cccc(C)c1 (stereo unspecified) | 0.4 | 3 | -4 | -2 | 1 | -3 | -3 | -0.8 | i
-5 | CCOC(=O)c1[nH]c2cc(OC)c(OC)cc2c1NC(=O)C(C)N1CCN(Cc2ccccc2)CC1 (stereo unspecified) | 0.8 | -2 | 2 | 10 | 5 | 12 | -4 | -0.4 | .
-15 | O=C(O)c1cn(-c2ccc(F)cc2)c(=O)c2ccccc12 | -1.1 | -1 | -4 | 6 | -4 | -3 | 18 | -0.1 | i
-12 | Cc1ccc(S(=O)(=O)N(C)CCN(C)S(=O)(=O)c2ccc(C)cc2)cc1 | 3.8 | 5 | 0 | 1 | -1 | -17 | 1 | -0.5 | i
3 | O=C(CSc1nc(C2CC2)nc2ccccc12)N1c2ccccc2Sc2ccccc21 | 1.6 | -3 | 19 | 4 | 1 | 1 | -5 | -0.6 | i
0 | COc1cccc(NC(=O)c2ccc(N3C(=O)C4CCC(C)CC4C3=O)cc2)c1 (stereo unspecified) | 1.4 | -4 | -16 | -4 | -3 | 3 | 7 | -0.4 | i
-6 | Cc1cc2ncn(C(=O)c3c(-c4c(Cl)cccc4Cl)noc3C)c2cc1C | 3.6 | 7 | -3 | 1 | 1 | -10 | 12 | 0.2 | i
-7 | COC(=O)C1=CN(Cc2ccc(C)cc2)C=C(C(=O)OC)C1c1cc(OC)c(OC)c(OC)c1 | 1.6 | 0 | -1 | -14 | 2 | 10 | 2 | -0.1 | .
-4 | Cc1ccccc1-c1ncc(CN2CCN(C3CCCCC3)C(CCO)C2)cn1 (stereo unspecified) | -1.5 | 8 | -4 | -1 | -4 | 8 | -7 | -0.4 | i
-4 | COc1ccc(CCN/C=C2/CC(=O)NC2=O)cc1OC | 0.8 | -4 | -1 | -6 | 1 | 4 | 0 | -0.4 | i
-8 | O=C(CCc1ccccc1)N1CCCC1 | -0.8 | 0 | -2 | 2 | 0 | 29 | 3 | -0.2 | i
-4 | Cc1nc2ccc(NC(=O)COc3ccccc3C)cc2s1 | -0.9 | 6 | 7 | -1 | -1 | -6 | -9 | -0.8 | i
-8 | CCN(CCC(=O)Nc1cc([N+](=O)[O-])ccc1OC)Cc1ccccc1 | -1.2 | -3 | 11 | -4 | -3 | 3 | 4 | 0.1 | i
6 | CC(C)C[C@H](N)c1nnc(SCC(=O)Nc2ccc(Br)cc2)o1 | -0.7 | 1 | -8 | 0 | -2 | 7 | -4 | 0.1 | i
7 | CCCCCCCCCCS(=O)(=O)N/N=C/c1ccc([N+](=O)[O-])cc1 | 2.8 | 5 | 16 | -17 | 1 | 3 | 10 | -0.4 | i
-7 | Cc1cccc(N(C)C(=O)CCS(=O)(=O)c2cc3c(cc2Cl)NC(=O)CO3)c1 | -1.8 | 6 | -3 | 1 | -2 | -6 | 1 | 0.1 | i
2 | COc1ccc(NCc2nnc(SCC(=O)Nc3nc(-c4ccccc4)cs3)n2-c2ccccc2)cc1 | -0.9 | 40 | 29 | 0 | 4 | 0 | -1 | -0.2 | i
-10 | COc1ccc(NC(=O)CN(C)C(=O)c2ccc(NS(=O)(=O)c3ccc(C)c([N+](=O)[O-])c3)cc2)cc1 | -0.4 | 3 | -1 | -12 | 1 | 17 | 1 | -0.4 | i
-4 | O=C(CCCCCNc1nc(=S)[nH]c2ccccc12)NCCc1ccc(Cl)cc1 | 10 | 5 | 1 | 9 | 4 | 6 | 12 | 0.1 | i
-2 | COc1ccc2[nH]c(C(=O)O)c(NS(=O)(=O)c3ccc(OC)c(OC)c3)c2c1 | -1.3 | -8 | -8 | 11 | 10 | -18 | -3 | -0.2 | +
-7 | CCCC(=O)Nc1ccc(C(=O)Nc2nnc(COC)s2)cc1 | -1.1 | 2 | 0 | 4 | 1 | 3 | 5 | -0.7 | i
-3 | Cc1cc(C)cc(NC(=O)CCNS(=O)(=O)c2cc(Br)cnc2N)c1 | 0.6 | 1 | -1 | 3 | -2 | -7 | 6 | 0.0 | i
-4 | O=C(N/N=C/c1ccccc1Cl)c1cccc(F)c1 | -1.1 | 2 | -2 | -7 | -3 | 23 | -1 | -1.3 | i
20 | NNC(=O)C1=NOC(CNc2ncc(C(F)(F)F)cc2Cl)C1 (stereo unspecified) | 0.8 | 0 | -2 | -5 | -5 | 5 | 7 | -0.4 | i
-5 | COc1ccc(C(=O)OCC(=O)N2CCOCC2)cc1S(=O)(=O)N1CCOCC1 | -0.3 | 5 | 2 | 8 | -2 | 1 | 14 | 0.0 | i
-6 | O=C(O)CCCCCN=Cc1c(O)c2ccccc2oc1=O | 1.5 | 5 | 1 | 4 | 2 | -8 | -4 | 0.2 | i
. | O=C(O)C1CCCCN1c1ccccc1[N+](=O)[O-] (stereo unspecified) | -0.4 | -2 | -5 | -14 | 2 | -10 | 4 | -0.7 | i
-3 | COc1ccc(-c2cc(C#N)nc(N3CCNCC3)n2)cc1 | 16 | 79* | 45* | 3 | 2 | 5 | -3 | -0.8 | i
-7 | CCOc1ccc(NC(=O)COC(=O)CSCC(=O)Nc2ccc(C)cc2C)cc1 | -0.4 | 0 | -3 | 5 | 0 | 9 | 5 | -0.1 | i
-8 | C=CC(COCc1ccccc1)N(Cc1ccccc1)S(=O)(=O)c1ccccc1Br (stereo unspecified) | 2.5 | 0 | 5 | 9 | 3 | 0 | 17 | 0.0 | i
-8 | COC1C(CO)OC(n2cnc3c(=S)nc(N)[nH]c32)C1O (stereo unspecified) | -2.6 | 7 | 4 | -2 | -3 | -7 | 1 | 0.0 | i
-2 | CC(C)C[C@@H](CNCC(=O)[C@H](CC(=O)O)NC(=O)c1[nH]cnc1C(=O)N[C@H](CN)CC(C)C)NC(=O)c1nc[nH]c1C(=O)N[C@@H](Cc1ccccc1)C(=O)O | -1.8 | 7 | 35* | 48* | -1 | -1 | 15 | 0.7 | i
-4 | COc1ccc(-c2cnc(N)n2CC2CCCO2)cc1 (stereo unspecified) | 0.5 | -1 | 8 | 2 | 2 | -1 | -4 | -1.5 | i
-10 | Oc1ccc(CCNc2c3ccccc3nc3ccccc23)cc1O | 47* | 79* | 1 | -14 | 2 | 3 | 13 | 0.7 | i
-6 | O=C(Nc1ccccc1)OCCNC(=O)c1cccc(Br)c1 | -0.2 | -1 | -11 | 2 | 0 | 6 | -4 | 4.6 | i
-7 | O=C(O)C1CCCN1C(=O)c1cccs1 (stereo unspecified) | -2.9 | 6 | -1 | -2 | -3 | -10 | 2 | -0.1 | i
-7 | COc1ccc(NCN2C(=O)C3C4C=CC(C4)C3C2=O)cc1 (stereo unspecified) | 0.9 | -4 | -4 | -1 | -3 | 9 | 6 | -0.4 | i
-2 | [O-]/[N+](=C/c1ccco1)c1ccccc1 | 0.8 | -1 | 0 | -4 | -1 | 3 | 7 | -0.5 | i
-2 | CCN(CC(=O)NCc1ccncc1)S(=O)(=O)c1ccccc1 | 0.1 | 0 | -2 | -4 | -2 | -6 | 0 | -0.4 | i
4 | Cc1ccc(-n2c(CCc3nc4ccccc4[nH]3)n[nH]c2=S)cc1 | 0.5 | 2 | -5 | -4 | -4 | -7 | 11 | 2.5 | i
-1 | O=C(CN1CCC(n2nnc3cc(C(F)(F)F)ccc32)CC1)NNC(=O)c1ccco1 | -2.1 | 1 | -1 | 3 | 1 | -5 | 9 | -0.5 | i
1 | COc1ccc2cc3cc(C(=O)NCC4COc5ccccc5O4)oc3nc2c1 (stereo unspecified) | 1.1 | -10 | -9 | 27 | 2 | -3 | -3 | -1.6 | i

Assay outcomes deposited in PubChem by several laboratories.
